Source: PubChem BioAssay (National Center for Advancing Translational Sciences (NCATS))
Pf growth 96h: P. falciparum growth inhibition at 96 hours. Potency, µM (doses to about 28.7 µM), for the others: at the top dose activity change, negative = inhibition, hits mostly inhibitors. actives 6.9% (n = 320,000). P. falciparum luciferase reporter growth, 96 h
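Delayed-death screen, second-generation endpoint: infected erythrocytes, 2% hematocrit, 0.05% parasitemia final; 96 hours at 37 C, 5% CO2; luciferase detection reagent; luminescence decrease equals reduced growth.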
HCV inhibitor: HCV inhibition; Potency, µM (top dose mostly 41.8 µM), inactives show at the top dose activity change, negative = inhibition, hits mostly inhibitors; AID 651820; actives 3.4% (n = 340,000); Huh7.5.1 HCVcc-Cre infection, luciferase reporter, 44 h
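Seed cells (1,000/well) for 4 h; treat with compound and infect with HCVcc-Cre, moi about 0.5. Incubate 44 h, then detect luciferase activity.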
TbPYK inhibitor: blocks Trypanosoma brucei pyruvate kinase; actives 0.12% (n = 410,000); TbPYK enzyme, Kinase-Glo Plus ATP luminescence, 45 min; Q57TT1; Potency, µM (titrated, usually from 76.8 µM), for the others: top-dose activity, negative = inhibition, most hits filed as inhibitors; AID 624173; also: nearly all actives have a fitted effect of over 50% in size
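In this concentration-response screen, enzyme-free wells defined baseline while DMSO plates tracked drift. Each reaction combined TbPYK, substrate, compound and 130 uM ADP for 45 min at room temperature. Kinase-Glo Plus luminescence gave the signal.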
LmPK inh: LmPK (Leishmania mexicana) enzyme inhibition; Q27686; purified LmPK, Kinase-Glo ATP luminescence, 1 h; Potency, µM (titrated, usually from 57.5 µM), for the others: top-dose activity change, negative = inhibition, actives largely listed as inhibitors; actives 0.37% (n = 290,000)
Target sequence (Q27686 whole entry, looked up): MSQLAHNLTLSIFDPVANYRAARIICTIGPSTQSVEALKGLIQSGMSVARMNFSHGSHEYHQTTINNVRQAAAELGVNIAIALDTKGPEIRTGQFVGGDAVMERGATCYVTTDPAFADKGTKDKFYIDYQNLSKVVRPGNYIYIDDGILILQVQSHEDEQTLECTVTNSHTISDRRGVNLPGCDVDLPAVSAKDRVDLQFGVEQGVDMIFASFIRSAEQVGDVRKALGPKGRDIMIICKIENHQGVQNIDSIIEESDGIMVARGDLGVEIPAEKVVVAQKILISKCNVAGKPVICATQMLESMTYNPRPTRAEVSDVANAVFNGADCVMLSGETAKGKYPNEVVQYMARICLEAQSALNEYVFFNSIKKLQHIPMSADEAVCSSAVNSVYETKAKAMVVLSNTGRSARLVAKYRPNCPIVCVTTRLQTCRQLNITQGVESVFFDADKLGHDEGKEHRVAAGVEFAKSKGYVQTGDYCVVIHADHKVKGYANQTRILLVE
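Purified LmPK (0.1 nM) with 0.5 mM PEP and 0.1 mM ADP in imidazole buffer pH 7.2 with MgCl2/KCl, 1 h at room temperature. ATP formed was read by luciferase luminescence and normalized to no-enzyme and uninhibited controls.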
Sm TGR block: blocks Schistosoma mansoni thioredoxin glutathione reductase; actives 3% (n = 360,000); Q962Y6; Potency, µM (doses to about 114 µM), inactives show at the top dose activity change, negative = inhibition, most hits filed as inhibitors; purified TGR, DTNB reduction, TNB absorbance 405 nm; also: nearly all actives have a fitted effect of over 60% in size
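TGR 20 nM + NADPH 100 uM (dispensed conc.), cpd preinc 15 min RT; start with NADPH (500 uM addition) then DTNB (15 mM addition). Kinetic TNB absorbance, 405 nm filter. Four-parameter Hill fit across titration.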
Pf growth 48h: P. falciparum growth inhibition at 48 hours (one generation); P. falciparum luciferase growth in erythrocytes, 48 h; Potency, µM (highest dose often 28.7 µM), inactives show at the top dose activity change, negative = inhibition, usual class: inhibitors; actives 5.9% (n = 310,000)
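A one-generation exposure of luciferase-tagged malaria parasites in RPMI 1640/Albumax erythrocyte culture, 37 C and 5% CO2. Inhibition is inferred from decreased luminescence after adding detection reagent.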
Starred values were filed as active, the others as inactive; ? = inconclusive; nt = no result given; & = joins results of further samples; [ ] = another dose, or the depositor's remark. Calls follow the shape of the dose curve; as a rule, active = well fitted curve in the direction sought with a large enough effect; inconclusive = small, poorly fitted or top-dose-only effect, or another doubt; inactive = no such curve, though single readings can be large; an effect the other way counts as inactive or inconclusive. % is scaled to controls: 0 for no effect and ±100 for the full control effect; potency is read from the fitted curve at half-maximal effect.

structure	HCV inhibitor	LmPK inh	Pf growth 48h	TbPYK inhibitor	Pf growth 96h	Sm TGR block
COc1ccc(C2C(C#N)=C(N)Nc3nc4ccccc4n32)cc1 (stereo unspecified)	4%	-3%	10%	-7%	33%[activator]	0%
Cc1ccc(S(=O)(=O)N/N=C\c2cn(CC(N)=O)c3ccccc23)cc1C	4%	5%	15%	4%	202%[activator]	-20%
O=C(NNC(=O)c1ccncc1)c1ccncc1	3%	2%	nt	0%	18%	6%
C=CCn1c(Cc2ccc(OC)cc2)nnc1SCC(=O)c1cccc([N+](=O)[O-])c1	-4%	-1%	?	-14%	31%[activator]	7%
CCOc1ccc(C(C(=O)Nc2ccc(F)cc2)N(C(=O)Cn2nnc3ccccc32)C2CC2)cc1 (stereo unspecified)	-10%	-2%	?	4%	4.7µM*	12%
O=C(NC(=S)Nc1ccc(S(=O)(=O)Nc2nccs2)cc1)c1ccccc1F	9%	7%	-2%	2%	-14%	-6%
O=C(O)c1sccc1Oc1ccc(NS(=O)(=O)c2cccc(F)c2)cc1	16%	1%	-12%[0.00184 µM]	-7%	-2%	-21%
CC1CCc2sc3c(c2C1)c(=O)n(CC(=O)O)c(=O)n3Cc1ccc(Cl)cc1 (stereo unspecified)	12%	9%	15%	-6%	0%	-15%
Cc1ccc2cc(N)ccc2n1	8%	0%	-5%	-5%	11%	nt
Cc1cc(=O)oc2c(C)c(OCC(=O)N3CCC(C(=O)O)(c4ccccc4)CC3)ccc12	-3%	-6%	15%	1%	-3%	0%
COc1ccc(N2C(=O)C3C(C2=O)C2C=CC3C23CC3)c(OC)c1 (stereo unspecified)	10%	-3%	40%[activator]	-13%	nt	2%
O=C(NC1CCSc2ccccc21)c1ccc(C(F)(F)F)cc1 (stereo unspecified)	-19%	-4%	-16%	2%	?	-12%
CC(SCC(=O)Nc1ccc(F)cc1)c1nc2ccccc2c(=O)[nH]1 (stereo unspecified)	1%	-5%	?	0%	0%	-3%
COc1ccccc1/C=C/C=N/n1c(-c2ccccn2)n[nH]c1=S	10%	7%	74%[activator]	?	78%[activator]	1%
CCOCCCNC(=O)CN1C(=O)COc2ccc(S(=O)(=O)N3CCCC3)cc21	-1%	1%	-9%	4%&-6%	2%	-2%&0%
COc1cccc(C2CC(C(F)(F)F)n3ncc(C(=O)Nc4c(C)n(C)n(-c5ccccc5)c4=O)c3N2)c1 (stereo unspecified)	10%	-2%	-14%	4%	?	-2%
Cc1c(OC(C)C(=O)NCCCN2CCOCC2)ccc2c1oc(=O)c1ccccc12 (stereo unspecified)	-14%	-1%	?	3%	?	-2%
Cc1ccc(NC(=O)c2sccc2C)cc1S(=O)(=O)N(C)C	-17%	1%	49%[activator]	-13%	31%[activator]	-7%
COc1ccc(NS(=O)(=O)c2ccc(O)c(NC(=O)c3cc4c(C)nn(-c5ccc(F)cc5)c4s3)c2)cc1	?	-1%	41%[activator]	-4%	?	7%
CC(C#N)CCC#N (stereo unspecified)	-17%	nt	27%	-4%	39%[activator]	-30%
CSc1nnc2c3ccccc3n(Cc3ccccc3)c2n1	1%	-2%	5%	6%	nt	-3%
O=C(N1CCOCC1)N(Cc1ccco1)CC1CCCO1 (stereo unspecified)	13%	0%	3%	-2%	3%	-23%
COc1cc(/C=C2\SC(=Nc3c(C)n(C)n(-c4ccccc4)c3=O)NC2=O)ccc1O	22%	-1%	18%	9%	-18%	-18%
COc1cccc(NC(=O)[C@@H]2CCCN2S(=O)(=O)c2cccc3cccnc23)c1	0%	nt	?	2%	?	-1%

Record cards, from the list above. Order of values: HCV inhibitor	LmPK inh	Pf growth 48h	TbPYK inhibitor	Pf growth 96h	Sm TGR block
Shown for COc1ccc(NS(=O)(=O)c2ccc(O)c(NC(=O)c3cc4c(C)nn(-c5ccc(F)cc5)c4s3)c2)cc1 = ?	-1%	41%[activator]	-4%	?	7%
Shown for COc1cc(/C=C2\SC(=Nc3c(C)n(C)n(-c4ccccc4)c3=O)NC2=O)ccc1O = 22%	-1%	18%	9%	-18%	-18%
Shown for Cc1c(OC(C)C(=O)NCCCN2CCOCC2)ccc2c1oc(=O)c1ccccc12 (stereo unspecified) = -14%	-1%	?	3%	?	-2%
Shown for COc1cccc(NC(=O)[C@@H]2CCCN2S(=O)(=O)c2cccc3cccnc23)c1 = 0%	nt	?	2%	?	-1%
Shown for Cc1ccc(NC(=O)c2sccc2C)cc1S(=O)(=O)N(C)C = -17%	1%	49%[activator]	-13%	31%[activator]	-7%

(cont.)
structure	HCV inhibitor	LmPK inh	Pf growth 48h	TbPYK inhibitor	Pf growth 96h	Sm TGR block
O=C1COc2ccc(C(=O)COC(=O)C3CCN(S(=O)(=O)c4cccs4)CC3)cc2N1	-13%	2%	-4%	-5%	9%	-9%
O=S(=O)(NCc1cccnc1)c1cccc2nsnc12	-1%	0%	25%	-2%	0%	0%
COc1cc(OC)cc(C(=O)NC(=S)Nc2nc(-c3cc4ccccc4o3)cs2)c1	12%	7%	30%[activator]	1%	78%[activator]	-12%
O=C(CN1CCN(c2ccccc2)CC1)Nc1cccc([N+](=O)[O-])c1	6%	5%	30%[activator]	4%	25%	7%
COc1cc(C(=O)Nc2ccc(O)cc2)ccc1OC(C)=O	-26%	?	35%[activator]	0%	nt	-5%
O=C1CCCN1CC1CCCN(Cc2nc(COc3ccccc3)no2)C1 (stereo unspecified)	-2%	6%	-3%	-20%	15µM*	2%
CCC(C)(C)NC(=O)COc1ccc(OCc2ccccc2)cc1	12%	1%	7%	-3%	-2%	-8%
O=S(=O)(c1ccccc1)N1CCC(n2nnc3cc(F)ccc32)CC1	-15%	12%	-13%	-6%	nt	-21%
COc1ccc(CCNC(=O)C2CC(=O)N(CCc3ccc(C)cc3)C2)cc1OC (stereo unspecified)	-10%	-2%	-14%	1%	0%	-1%
CC12CCC(C(=O)N3CCN(C(c4ccccc4)c4ccccc4)CC3)(OC1=O)C2(C)C (stereo unspecified)	?	8%	nt	0%	1.7µM*	-23%
CCOc1nc(C)ccc1-c1noc(-c2ccccn2)n1	?	0%	8%	11%	-7%	1%
CC(O)[C@H]1CC[C@H]2[C@@H]3CC[C@H]4C[C@H](O)CC[C@]4(C)[C@H]3[C@H](O)C[C@]12C (stereo partly specified)	6%	nt	2%	-4%	19%	-11%
CC1(C)Nc2ccccc2N(Cc2ccc([N+](=O)[O-])cc2)C1=O	8%	0%	-12%	-2%	?	11%
CC(=O)Nc1cccc(NC(=O)CSc2nc(C)c(C)c(C)c2C#N)c1	2%	12%	26%	?	nt	-6%
CN(C1CCCC1)C1CCN(C(=O)CNC(=O)/C=C/c2cccc(C(F)(F)F)c2)CC1	-7%	0%	-12%	3%	0%	?
Cc1nnc(SCc2ccc(CC(=O)O)cc2)o1	2%	1%	16%	9%	21%	0%
COc1cc(/C=N/N2C(C)CCCC2C)cc(OC)c1O (stereo unspecified)	2%	2µM*	-19%	-5%	-1%	45µM*
C[n+]1ccccc1/C=C/c1cc(Br)ccc1O	?	-5%	0.74µM*	-15%	?	?
Cn1c(CC(=O)Nc2cccc(Cl)c2Cl)nnc1SCC(=O)NC1=NCCS1	0%	-4%	-3%	-1%	-17%	-1%
O=C(CN1C(=O)C2C3C=CC(C3)C2C1=O)Nc1cccc(S(=O)(=O)N2CCCC2)c1 (stereo unspecified)	?	3%	-4%	-14%	2%	1%
OC(CN1CCOCC1)CN1CCOCC1	2%	-6%	1%	1%	-12%	-19%
O=S(=O)(c1ccccc1)N1CCN(c2ccccc2)CC1	8%	2%	-15%	-18%	250%[activator]	0%
CCc1ccccc1NC(=O)C1CCN(C(=O)N2CCOc3ccccc32)CC1	?	-2%	-11%	3%	?	0%
CCCCn1c(O)c(C=NCCCN(CC)CC)c(=O)[nH]c1=O	-8%	1%	13%	-3%	-14%	1%
Cc1ccc(C(=O)NC(=S)Nc2ccccc2N2CCCC2)cc1[N+](=O)[O-]	?	-1%	-20%	-13%	11%	0%
CC(C)CN(C(=O)COC(=O)CCCc1nc2ccccc2s1)c1c(N)n(Cc2ccccc2)c(=O)[nH]c1=O	6%	nt	-13%	0%	-8%	0%
C/C(Cc1ccccc1)=N\NC(=O)CNC(=O)c1ccccc1F	7%	5%	23%	3%	19%	2%
O=[N+]([O-])c1ccccc1N/N=C/c1c[nH]c2ccccc12	-29%	-22%	123%[activator]	-15%	371%[activator]	14%
CCCCC1(c2ccc(F)cc2)NC(=O)N(CC(=O)N2CCN(C(=O)c3ccco3)CC2)C1=O (stereo unspecified)	19%	2%	-14%	4%	6.6µM*	-3%
Cc1ccc(N2C(=O)NC(=O)/C(=C/c3cnc(-c4ccccc4)nc3)C2=O)cc1C	5%	4%	1%	16%	50%[activator]	1.8µM*
O=C1c2oc3ccc(F)cc3c(=O)c2C(c2cccc(O)c2)N1CCCN1CCOCC1 (stereo unspecified)	13%	0%	25%	4%	10µM*	-15%
Cc1cccc(OCC(=O)NCC(=O)N/N=C/c2cc(Br)cc(Br)c2O)c1	?	4%	8%	-13%	0%	-28%
Clc1ccc(C[n+]2cc(-c3ccccc3)n3c2CCC3)cc1Cl	-21%	0%	?	-5%	?	-8%
COc1cccc(N2CCN(c3ccc4nnc(CCC(=O)N5CCN(C)CC5)n4n3)CC2)c1	-9%	-8%	-14%	0%	?	2%
COc1cccc(C(=O)Nc2sc3c(c2C#N)CCN(C(C)=O)C3)c1	-11%	4%[11.5 µM]	44%[activator]	-8%	12%	0%
COc1ccc(-n2nc(C(=O)NCC(=O)N3CCOCC3)c3ccccc3c2=O)cc1Cl	?	-1%	12%	2%	?	3%
CCN(CC)C(=O)c1cn(CCC#N)nc1-c1ccc2c(c1)OCCO2	16%	-2%	0%	1%	9%	5%
O=C(N/N=C/c1c[nH]c2ccccc12)c1ccc(O)c(O)c1	-10%	-4%	-65%	-10%	-2%	-13%
CCOCCCNC(=O)C(NC(=O)c1ccc(=O)[nH]c1)c1ccc(C)cc1 (stereo unspecified)	6%	-1%	nt	-5%	-5%	7%
O=C(CSCC(=O)N1CCCCC1)Nc1nc(-c2ccccc2)c(-c2ccccc2)s1	?	3%	10%	1%	2%	-2%
c1coc(C2=Nc3cccc4cccc(c34)N2)c1	-18%	0%	?	-7%	12%	nt
Oc1ccc(/C=N/Nc2cccc(Cl)n2)c(O)c1	2%	-2%	138%[activator]	-1%	-63%	0%
Cc1cc(NC(=O)CS(=O)(=O)c2ccc(Cl)cc2)no1	14%	1%	7%	4%	28%	-2%
NC(=O)c1cnn(-c2ccc3ccccc3c2)c1N	21%	0%	102%[activator]	11%	155%[activator]	0%
COCCNC(=O)/C(C#N)=C/c1c(N2CCN(C)CC2)nc2c(C)cccn2c1=O	23%	1%	3%	4%	2%	-11%
CCc1ccc(NC(=O)c2cnn(-c3ccccc3)c2C2CCNCC2)cc1	28%	1%[11.5 µM]	?	-3%	25%	-8%
N#Cc1ccccc1CCN1C(=O)c2ccccc2C1=O	12%	-1%	-18%	-6%	8%	6%
S=C(NCc1ccccc1)Nc1ccc(Cl)cc1	-2%	-2%	-5%	-8%	20%	-25%
Fc1ccc(CO/N=C2\CCCc3nonc32)cc1	14%	-3%	28%	-1%	11%	-3%
CN1C(=O)C2(c3ccccc31)N(C)CC(c1ccccc1)C21SC(=S)N(Cc2ccco2)C1=O (stereo unspecified)	10µM*	2%	1.3µM*	-39%	15µM*	-8%

Hits appear at their usual frequency; about 16% have a hit in one of these screens.
